Yp Topo-I inh: blocks Yersinia pestis topoisomerase I activity; Y. pestis Topo-I cleavage product accumulation, plate reader; activity, % at 10 µM; 360,000 tested, 0.064% active; AID 504884; in the data active = activity above about 50%, passing the limit was not always enough; also: inactives centre near 2
Rv3671c protease: Rv3671c (M. tuberculosis) protease inhibition; 320,000 tested, 0.048% active; inhibition, % at 5.96 µM; P9WHR9; in the data active = inhibition above about 38%;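 also: extracellular domain of Rv3671c used as enzyme; 0% = enzyme with DMSO and 100% = no enzyme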
Target sequence (P9WHR9 whole entry, looked up, the tested form may be a part): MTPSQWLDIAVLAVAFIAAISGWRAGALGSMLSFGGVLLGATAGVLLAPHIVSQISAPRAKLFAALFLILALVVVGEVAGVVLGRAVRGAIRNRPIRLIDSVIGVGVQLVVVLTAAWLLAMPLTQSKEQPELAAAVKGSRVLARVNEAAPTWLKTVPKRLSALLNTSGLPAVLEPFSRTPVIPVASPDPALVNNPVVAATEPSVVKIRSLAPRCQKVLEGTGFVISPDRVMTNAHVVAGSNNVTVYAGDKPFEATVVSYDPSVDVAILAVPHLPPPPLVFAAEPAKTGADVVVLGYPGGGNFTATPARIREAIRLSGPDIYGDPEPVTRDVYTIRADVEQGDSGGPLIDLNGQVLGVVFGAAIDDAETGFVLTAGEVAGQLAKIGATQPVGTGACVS
3CLpro inhibitor: SARS-CoV 3CLpro protease inhibition; inhibition, % at 6 µM; P0C6X7; AID 1706; 290,000 tested, 0.14% active; recombinant SARS-CoV 3CLpro, quenched FRET peptide cleavage; in the data active = inhibition above about 12%
MazEF act: MazEF (E. coli) toxin RNase activation; FAM/BHQ RNA-DNA oligo cleavage fluorescence, 5 h; P0AE70; 350,000 tested, 0.32% active; activation, % at 20 µM; in the data active = activation above about 50%
Target sequence (P0AE70 whole entry, looked up): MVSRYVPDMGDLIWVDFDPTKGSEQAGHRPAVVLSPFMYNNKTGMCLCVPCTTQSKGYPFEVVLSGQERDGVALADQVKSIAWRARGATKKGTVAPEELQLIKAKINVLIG
SSB-PriA inh: blocks PriA binding to SSB C-terminal tail; AlphaScreen SSBct-PriA binding, biotinylated peptide; inhibition, % at 33 µM; 430,000 tested, 0.6% active; AID 1272365; in the data active = inhibition mostly above about 37%, no sharp cut-off; inactive = mostly below about 20%;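 also: plate controls were negative control peptide for no effect and reference peptide for full effect; strong numbers were not always called active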
PrPC TRFRET: reduces human prion protein on the cell surface; inhibition, % at 13.8 µM; cell surface PrPC, TR-FRET read-out; AID 720596; 370,000 tested, 0.43% active; P04156; in the data active = inhibition above about 24%; also: 0% = median of the test wells and 100% = reference compound wells
VHR inh abs: inhibitors of human VHR1 phosphatase (DUSP3); 290,000 tested, 0.52% active; inhibition, % at 13.3 µM; recombinant VHR phosphatase, pNPP absorbance; AID 1654; in the data active = inhibition above about 50%; also: some compounds called inactive have numbers as strong as hits
Target sequence (P51452 whole entry, looked up): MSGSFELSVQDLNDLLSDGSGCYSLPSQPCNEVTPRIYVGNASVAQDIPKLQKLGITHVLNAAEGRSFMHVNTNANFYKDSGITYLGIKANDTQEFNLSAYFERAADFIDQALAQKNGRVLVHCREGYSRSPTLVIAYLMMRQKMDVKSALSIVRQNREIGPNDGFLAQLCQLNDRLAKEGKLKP
TcdB inh: TcdB glycohydrolase inhibition | P18177 | TcdB glycohydrolase enzymatic assay, plate reader | inhibition, % at 9.99 µM | 350,000 tested, 0.24% active | AID 652162; in the data active = inhibition above about 10%
CCHF vOTU inh: blocks the CCHF virus ovarian tumor domain protease; CCHFV vOTU protease, Pep-AMC fluorescence; inhibition, % at 11.5 µM; 370,000 tested, 0.55% active; AID 651958; in the data active = inhibition above about 30%; also: 0% = vehicle wells with enzyme and 100% = no enzyme wells
BH1578 lux ind: inducers of Vibrio cholerae quorum light production without autoinducers; V. cholerae BH1578 lux reporter, luminescence, 6 h; activation, % at 18.7 µM; 350,000 tested, 0.16% active; AID 588436; in the data active = activation mostly above about 9.7%, no sharp cut-off; also: not every result past the cut was called active; inactives centre near 0; reference of the scale not given here
* marks the source's active call; other numbers are inactive results; i = inactive; . = not tested or not shown.

Every second line gives: Yp Topo-I inh	Rv3671c protease	3CLpro inhibitor	MazEF act	SSB-PriA inh	PrPC TRFRET	VHR inh abs	TcdB inh	CCHF vOTU inh	BH1578 lux ind
CN(C)S(=O)(=O)N(CC(=O)N1CCN(c2ccccc2)CC1)c1ccccc1
→ 4.4	-1.5	-3.0	2.0	-4.3	2.2	14.7	1.0	-6.7	-0.3
CC(C)Cc1ccc(S(=O)(=O)Nc2ccccn2)cc1
→ 3.5	-1.6	1.1	-1.0	-16.2	2.6	8.7	1.5	9.5	i
CCOC(=O)C(=CNNc1ccsc1C(=O)OC)C(=O)OCC
→ -1.1	-0.8	-2.4	1.5	-0.6	3.7	-0.3	-2.1	-8.6	-0.3
NC(=O)C[C@@H]1NC(=O)[C@H](CCC(=O)O)NC(=O)c2cc([N+](=O)[O-])cc(I)c2OCC[C@@H](C(N)=O)NC1=O
→ 0.4	-0.3	-1.8	3.4	-14.1	.	0.2	.	.	-1.2
Cc1[nH]c(=O)[nH]c(=O)c1S(=O)(=O)Nc1ccc(Br)cc1F
→ -5.5	.	-1.2	5.4	4.0	-1.3	82.8	0.0	2.9	0.6
CC1CCC(NC(=O)CN2C(=O)C3CC=CCC3C2=O)CC1 (configuration not stated)
→ -1.9	-3.4	.	-9.2	11.0	2.0	.	-1.0	-7.1	0.4
N#Cc1ccc(Cn2cc(C(=O)c3ccco3)c3ccccc32)cc1
→ 9.9	-8.9	3.7	1.1	-1.7	4.0	-12.4	.	-2.0	-3.1
COC(=O)c1ccc(CN2CCSC2=N)cc1
→ 1.9	-4.7	-2.4	4.2	0.6	-6.6	20.2	3.9	-3.6	i
COc1ccc([C@H]2C[C@H](O)[C@@H](n3cc(COC(=O)c4ccccc4)nn3)CN2C(=O)C2CCCCC2)cc1
→ 19.6	.	.	0.5	.	-4.9	.	1.3	14.4	-0.4
COCC(C)n1c(SCC(=O)NC2CCCCC2C)nc2ccccc2c1=O (configuration not stated)
→ 1.0	-1.7	.	2.2	-3.3	6.2	.	1.2	9.5	-3.2
O=C(CCCc1ccccc1)N1CCc2ccccc21
→ 3.2	-0.2	0.1	-1.9	-25.4	0.0	-11.9	-1.2	-3.6	-6.2
CCOc1ccc(NC(=O)C2CCN(S(=O)(=O)c3cccnc3)CC2)cc1
→ -1.6	-8.2	0.6	-2.0	-9.7	4.8	20.1	-9.6	15.7	-7.1
NC(=O)COC(=O)c1cccc(NS(=O)(=O)/C=C/c2ccccc2)c1
→ 6.0	4.1	4.2	-0.6	-5.2	0.0	-1.0	0.8	5.7	-0.2
COc1cc(CN2C[C@@H](CO)O[C@@H](n3cnc4c(N5CCOCC5)ncnc43)C2)cc(OC)c1OC
→ 13.1	.	.	.	.	-10.9	.	0.0	-4.2	3.0
O=C(N/N=C/c1ccccc1)c1ccc2c(c1)OCO2
→ -3.8	-2.2	-10.9	2.4	.	6.8	48.6	1.4	11.6	-1.3
O=C(Cc1ccc(F)cc1)Nc1ccc(S(=O)(=O)N2CCCCC2)cc1
→ 9.2	-4.4	4.5	2.0	-19.7	-0.9	25.2	0.6	-4.0	-0.2
C/C(=N\NC(=O)c1ccc(-c2ccccc2)cc1)c1cccc(N)c1
→ 0.2	4.3	1.5	11.2	.	13.3	18.5	.	10.4	-0.9
Cc1cccc(OCCC(=O)NNC(=O)Cn2nc(C)cc2C)c1
→ -8.7	5.8	.	-1.3	-6.3	3.5	.	0.4	1.1	i
Cc1c(Cc2ccccc2)sc(NC(=O)c2ccco2)c1C(N)=O
→ 6.6	-11.2	5.0	0.1	2.1	5.2	3.3	.	-70.9	-4.0
CC(NC(=O)CN1C(=O)NC(c2ccccc2)(c2ccccc2)C1=O)c1cccs1 (configuration not stated)
→ 5.1	14.6	.	-0.5	9.2	-1.9	.	2.0	-0.9	-4.0
COc1ccc(C(=O)OCC(=O)Nc2ccc3[nH]c(=O)[nH]c3c2)c(OC)c1OC
→ -9.2	2.0	.	-20.3	-2.1	-3.6	.	11.5*	-9.6	-1.6
C=CCn1ccc(=NC=C(C#N)C#N)c2ccccc21
→ -7.2	1.5	5.0	-19.7	-2.5	-3.7	17.2	-0.4	-4.8	-2.3
COC(=O)[C@H](CC(C)C)NC(=O)CCc1nnc(COc2ccccc2)o1
→ 1.5	-0.8	-2.2	-5.0	-12.4	-1.2	12.9	-0.2	-1.0	i
CCOCCCNS(=O)(=O)c1ccc(OC)c(Cl)c1Cl
→ -4.0	-10.9	-2.0	-6.4	-9.8	1.9	-9.6	.	7.2	-0.2
NC(=O)Cn1nnc(-c2ccc(NC(=O)c3ccc(F)cc3)cc2)n1
→ -4.3	1.7	-3.0	-4.5	-2.9	-0.7	31.8	1.5	-15.8	0.8
COc1cc(C(c2c(C)[nH][nH]c2=O)c2c(C)[nH][nH]c2=O)cc(Cl)c1O
→ -8.0	0.8	-5.5	11.7	-8.7	-4.6	29.0	1.2	-12.5	i
O=C(COC(=O)c1ccccc1Nc1ccccc1)c1ccccc1
→ -9.0	-11.4	0.4	-10.8	-95.6	-7.0	29.7	.	12.1	1.1
COc1ccc(/C=C(/C(=O)N2CCCCC2C(=O)O)c2ccc(OC)c(OC)c2)cc1 (configuration not stated)
→ 33.7	6.2	.	-4.7	-5.8	0.3	.	0.3	3.6	-0.6
CCC(C(=O)Nc1nc(C)c(C)s1)c1ccccc1 (configuration not stated)
→ -4.5	-0.4	0.9	-2.6	-10.8	5.5	21.9	2.5	0.3	0.4
O=C1CCCC(O)=C1C(C#Cc1ccccc1)C1=C(O)CCCC1=O
→ 8.9	5.9	-2.0	-0.3	-1.4	.	8.3	.	.	i
O=C(C1CCCN1S(=O)(=O)c1cccc2cccnc12)N1CCc2ccccc21 (configuration not stated)
→ 13.0	-6.0	3.0	18.2	-10.1	7.7	14.8	-0.4	-6.9	-0.2
Cc1ccccc1NC(=O)c1ccccc1NC(=O)CCC(=O)O
→ -9.7	-1.6	-1.5	1.2	-14.3	1.6	1.7	.	2.8	i
CCOC(=O)C1=C(C)N(CCCC(=O)O)C(=O)NC1c1ccccc1OS(=O)(=O)c1ccc(C)cc1 (configuration not stated)
→ 9.2	-5.3	0.8	4.0	-1.9	.	12.4	.	.	i
COc1ccc(-n2c(=S)[nH]c3c(sc(=S)n3-c3ccccc3)c2=O)c(OC)c1
→ 9.6	6.5	2.4	-4.2	1.5	-2.7	28.3	1.7	5.2	1.3
CCCCOC(=O)c1nnc(-c2ccccc2)o1
→ -2.3	-4.7	-3.3	4.2	-12.2	0.7	9.5	1.8	-2.0	-0.8
Cc1ccnc(OC(C(=O)O)C(OCc2ccccc2)(c2ccc(F)cc2)c2ccc(F)cc2)n1 (configuration not stated)
→ 15.8	-7.0	6.3	-0.4	-8.2	3.4	1.0	0.7	-2.2	0.8
COc1ccccc1C(=O)NCc1ccc2c(c1)OCO2
→ -7.0	-10.9	5.5	-5.4	-9.9	-3.0	7.0	-0.3	0.9	i
O=C1OCC2=C1C(c1ccc(F)cc1)Sc1ccccc1N2 (configuration not stated)
→ -9.1	-1.6	-0.9	2.9	-5.9	6.5	6.3	1.5	0.7	-1.9
O=C(COc1cccnc1[N+](=O)[O-])NCc1ccc(F)cc1
→ 2.9	-6.6	-5.7	3.9	-0.9	-24.8	.	-0.9	-1.1	i
Cc1ccc(C(O)c2nc3ccccc3n2C)cc1 (configuration not stated)
→ -2.2	.	-1.5	2.6	-3.8	-6.6	27.2	0.2	-11.5	-3.8
O=C(O)CCC(=O)N1CCN(Cc2ccc3c(c2)OCO3)CC1
→ -7.0	-0.1	-3.2	10.4	-4.9	-4.9	17.9	0.9	-12.3	-0.3
CCOP(=O)(OCC)C(NS(=O)(=O)c1ccccc1)C(Cl)(Cl)Cl (configuration not stated)
→ -1.0	9.6	4.5	-8.6	4.1	4.0	39.3	2.0	-4.5	0.5
O=C(/C=C/c1cccc([N+](=O)[O-])c1)OCC1CCCO1 (configuration not stated)
→ -3.8	.	6.0	9.2	-12.2	6.5	-20.0	0.8	-3.9	0.8
O=C(CC(c1ccccc1)c1cc(Br)ccc1O)NCc1ccco1 (configuration not stated)
→ -5.0	-7.1	-2.2	9.3	-0.5	-2.9	-3.9	.	2.8	0.5
Cc1cccc(NC(=S)N=Nc2c(O)n(CN3CCOCC3)c3ccccc23)c1C
→ -7.8	15.4	8.0	10.1	-1.8	11.4	2.9	.	7.0	i
CC(C#N)(Cc1ccccc1)Nc1ccccc1 (configuration not stated)
→ 0.7	-4.3	.	1.4	6.3	4.5	.	0.4	-32.6	-0.4
O=C(CN1CCN(c2nc(-c3ccccc3)cs2)CC1)Nc1ccc2c(c1)OCO2
→ 18.0	-6.3	-0.6	-1.2	-12.3	-1.7	-0.2	.	-5.6	-0.4
Cn1c(=O)c(C(=O)NCc2ccccc2Cl)c(O)c2ccccc21
→ 1.8	0.9	5.0	53.8*	-6.6	-5.5	11.4	1.2	-6.3	i
CCOc1cc(S(=O)(=O)NCc2ccco2)c(OCC)cc1-n1cnnn1
→ -2.5	-9.9	0.3	2.0	-5.3	1.2	14.1	1.7	-4.9	-1.7
O=Cc1cccn1-c1cccnc1
→ -7.8	-8.8	-4.4	1.7	0.5	3.4	33.9	1.8	-0.3	i

Later entries
Every second line gives: Yp Topo-I inh	Rv3671c protease	3CLpro inhibitor	MazEF act	SSB-PriA inh	PrPC TRFRET	VHR inh abs	TcdB inh	CCHF vOTU inh	BH1578 lux ind
CC(C(=O)O)c1ccc(C(=O)c2ccccc2)s1 (configuration not stated)
→ 0.0	-9.6	.	2.9	-10.8	6.3	.	0.0	0.1	i
CC(C)(C)NC(=O)NC(=O)COC(=O)c1c(F)cccc1Cl
→ 1.8	0.2	0.8	-2.2	-1.1	1.2	20.4	2.5	-11.0	-0.1
CS(=O)(=O)N(CC(=O)N1CCN(c2ccccc2F)CC1)c1cccc(C(F)(F)F)c1
→ 3.7	2.7	1.7	1.5	-15.4	-3.9	3.6	0.9	13.5	-0.2
CCOC(=O)C1CCCN(Cc2cccc(Cl)c2)C1 (configuration not stated)
→ 4.3	8.1	-1.6	-3.1	4.2	0.0	4.3	.	-11.0	12.5
CN1CCN(C(=O)c2cccc(S(=O)(=O)N3CCCCC3)c2)CC1
→ -8.8	-12.5	-2.4	0.8	-3.7	6.5	8.6	.	-1.9	1.1
CCn1c(CSc2nccn2C)nc2cc(C(=O)O)ccc21
→ 3.5	11.4	-2.8	-18.6	8.4	.	-2.3	0.5	.	.
O=C(NCc1ccccc1)c1cnc(Cl)c(Cl)c1
→ 3.4	-7.4	-4.9	1.9	-4.1	2.0	-8.1	-9.6	9.4	-0.1
COc1cccc(NC(=O)C(NCC2CCCCC2)c2ccccc2)c1 (configuration not stated)
→ 3.0	-6.3	-3.4	-5.1	-11.2	2.3	22.3	.	18.0	i
CN(C)C(=O)c1cccc(-c2cnc3cccnn23)c1
→ 7.8	.	.	.	.	-5.7	.	1.3	-141.2	-0.6
N#Cc1ccccc1NC(=O)COC(=O)c1ccc2c(c1)OCCO2
→ 2.8	0.5	3.8	-2.4	-10.8	-2.0	29.9	.	13.7	.
Cc1ccc(-c2cc(C(=O)N3CCN(c4ncccn4)CC3)c3ccccc3n2)cc1
→ 1.6	3.1	4.1	-6.2	-10.7	2.7	10.2	.	11.5	.

By substructure: the entries above with a cyano group
Every second line gives: Yp Topo-I inh	Rv3671c protease	3CLpro inhibitor	MazEF act	SSB-PriA inh	PrPC TRFRET	VHR inh abs	TcdB inh	CCHF vOTU inh	BH1578 lux ind
N#Cc1ccc(Cn2cc(C(=O)c3ccco3)c3ccccc32)cc1
→ 9.9	-8.9	3.7	1.1	-1.7	4.0	-12.4	.	-2.0	-3.1
C=CCn1ccc(=NC=C(C#N)C#N)c2ccccc21
→ -7.2	1.5	5.0	-19.7	-2.5	-3.7	17.2	-0.4	-4.8	-2.3
CC(C#N)(Cc1ccccc1)Nc1ccccc1 (configuration not stated)
→ 0.7	-4.3	.	1.4	6.3	4.5	.	0.4	-32.6	-0.4
N#Cc1ccccc1NC(=O)COC(=O)c1ccc2c(c1)OCCO2
→ 2.8	0.5	3.8	-2.4	-10.8	-2.0	29.9	.	13.7	.

This is a subset. The share of hits here may be higher or lower than overall.
